Screens: PubChem BioAssay, several laboratories
Rac1 wt GTP bind: wildtype Rac1 GTP binding modulators, primary screen, biochemical, GST-Rac1 beads, flow cytometry, multiplex; 190,000 compounds, 0.27% hits; GTP binding activity (% of control), % at 10 µM; Ras-related C3 botulinum toxin substrate 1 (Homo sapiens), P63000; AID 757, 2007; fluorescent GTP binding; actives lie on both sides; 0 = cold GTP competed, 100 = untreated;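 active = GTP binding activity at least 20 points away from the 100% control level, either lower or higher; inconclusive = compound flagged as likely green fluorescent, judged across all proteins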
ABCG2 block: ABCG2 efflux pump inhibitors, primary screen, multiplex with ABCB1, IgMXP3 cells, flow cytometry | Broad substrate specificity ATP-binding cassette transporter ABCG2 (Homo sapiens), Q9UNQ0 | JC-1 efflux | inhibition, % at 6.6 µM | 190,000 compounds, 0.1% hits;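 active = inhibition above 80%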;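 note: 0% = DMSO and 100% = nicardipine control wells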
Target sequence (Q9UNQ0 whole entry, looked up): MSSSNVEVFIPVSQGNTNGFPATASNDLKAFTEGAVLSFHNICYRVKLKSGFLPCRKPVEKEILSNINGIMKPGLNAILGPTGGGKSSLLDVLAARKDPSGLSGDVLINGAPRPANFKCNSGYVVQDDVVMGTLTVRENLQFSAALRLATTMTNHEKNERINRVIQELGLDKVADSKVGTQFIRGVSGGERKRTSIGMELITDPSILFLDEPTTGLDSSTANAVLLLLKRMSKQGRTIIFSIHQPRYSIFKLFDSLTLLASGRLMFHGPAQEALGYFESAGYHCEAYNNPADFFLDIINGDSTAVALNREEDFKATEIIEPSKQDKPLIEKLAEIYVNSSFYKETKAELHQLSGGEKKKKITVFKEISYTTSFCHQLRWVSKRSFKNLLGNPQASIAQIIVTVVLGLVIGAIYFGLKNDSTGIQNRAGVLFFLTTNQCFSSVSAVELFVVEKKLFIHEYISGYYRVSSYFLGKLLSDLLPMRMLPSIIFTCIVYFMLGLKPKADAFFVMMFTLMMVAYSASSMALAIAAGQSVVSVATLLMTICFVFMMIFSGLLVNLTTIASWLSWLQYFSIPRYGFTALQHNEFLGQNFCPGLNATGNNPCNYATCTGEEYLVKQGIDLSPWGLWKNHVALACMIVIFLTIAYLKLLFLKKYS
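Test system: IgMXP3 (ABCG2) plus far-red-tagged CCRF-Adr (ABCB1) cells. Reagent: JC-1 dye as substrate. Timing: 10 min exposure at 25 °C with rotation, no wash. Measured by: flow cytometric JC-1 green MFI at 530 nm. Read-out: percent efflux inhibition, scaled nicardipine 100% to DMSO 0%. Control set: nicardipine and DMSO wells.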
Rab7 wt GTP bind: modulators of GTP binding to Rab7, primary screen, biochemical, wildtype, multiplex bead flow cytometry; GST-Rab7 beads, fluorescent GTP binding; actives lie on both sides; untreated = 100%, excess cold GTP = 0%; GTP binding activity (percent of control), % at 10 µM; Rab7 GTPase wild type (dog), Bodipy-FL-GTP binding; 190,000 compounds, 0.055% hits;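 active = fluorescent GTP binding to Rab7 beads changed by at least 20 points from the 100% baseline, either direction, mostly lower; inconclusive = compound itself probably fluorescent, or too few beads counted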;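 note: median green fluorescence of bound Bodipy-FL-GTP per Rab7 bead population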
HRas wt GTP: modulators of GTP binding to HRas wildtype, primary screen, biochemical, bead-based flow cytometry, multiplex; GST-Ras wt beads, Bodipy-FL-GTP binding; actives lie on both sides; GTP binding activity, % at 10 µM; 190,000 compounds, 0.14% hits; AID 759, 2007;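 active = GTP binding activity at least 20% away from the 100% baseline, either lowered as inhibitor or raised as activator; inconclusive = flagged as likely green fluorescent, judged across all proteins in the well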;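 note: 0% = unlabeled GTP competition control and 100% = no-compound control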
Target sequence (P01112 whole entry, looked up): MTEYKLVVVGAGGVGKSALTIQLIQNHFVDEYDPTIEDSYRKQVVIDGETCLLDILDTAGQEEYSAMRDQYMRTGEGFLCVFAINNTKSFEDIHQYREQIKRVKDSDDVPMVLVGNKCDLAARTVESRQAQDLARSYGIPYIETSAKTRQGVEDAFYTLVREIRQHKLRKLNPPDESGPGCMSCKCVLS
Avidin fluor: green autofluorescence of compounds with avidin beads – biophysical, 488/530 nm, flow cytometry, artefact control, profiling panel; compound fluorescence 488/530 nm; hits give high values; fluorescence (KMESF) at 10 µM; 220,000 compounds, 0.38% hits; AID 1775, 2009; in the data active = fluorescence above about 47; note: inactives centre near 10
ABCB1 inh: ABCB1 efflux pump inhibitors, primary screen, cell-based, multiplex, flow cytometry, ABCG2 counter-screen | ATP-dependent translocase ABCB1 (Homo sapiens), P08183 | 190,000 compounds, 0.067% hits | CCRF-Adr cells, JC-1 efflux | AID 1326, 2008 | inhibition, % at 6.6 µM; in the data active = inhibition above about 40%;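 note: 0% = vehicle and 100% = reference inhibitor; higher value means more JC-1 retained so stronger ABCB1 efflux block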
Rab2A wt mod: modulators of GTP binding to Rab2A wildtype, primary screen, biochemical, dog, bead-based flow cytometry, multiplex; GST-Rab2 wt beads, Bodipy-GTP binding; GTP binding activity, % at 10 µM; 190,000 compounds, 0.19% hits;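 active = GTP binding activity at least 20 points away from 100%, either lowered or raised; inconclusive = signal likely due to the compound's own green fluorescence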;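 note: 0% = beads with excess unlabeled GTP and 100% = no-compound control corrected for plate trend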
Rac1 mut GTP: GTP binding modulators of activated mutant Rac1, primary screen, biochemical, bead-based flow cytometry, multiplex, fluorescent GTP. GST-Rac1 activated beads; actives lie on both sides; 100% means binding = to untreated wells. percent activity (GTP binding), % at 10 µM. 190,000 compounds, 0.11% hits. AID 764, 2007;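 active = GTP binding at least 20 percentage points away from the 100% baseline, in either direction, so actives lie on both sides; inconclusive = Compound likely fluorescent itself, or too few beads counted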
Mcl1-Noxa inh: Mcl-1/Noxa binding inhibitors, primary screen, biochemical, TR-FRET, 1536-well. Induced myeloid leukemia cell differentiation protein Mcl-1 (Homo sapiens), Q07820. TR-FRET Mcl-1/Noxa peptide binding, 2 h. inhibition, % at 21.7 µM. 220,000 compounds, 1.5% hits. AID 1022, 2008;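 active = compounds that cut the protein-peptide binding signal by more than 50% relative to plate controls in a single-dose test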;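 note: His-tagged Mcl-1 with rhodamine Noxa BH3 peptide and terbium anti-His antibody; 0% = Mcl-1 plus Noxa peptide wells and 100% = peptide-only wells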
Pf gametocyte: late stage P. falciparum gametocyte viability inhibitors, primary screen, ATP luminescence, HTS. P. falciparum stage V gametocytes, 24 h. inhibition, % at 10.9 µM. 150,000 compounds, 0.065% hits. AID 743093, 2013;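 active = inhibition above the mean plus 3 SD of compounds within the control limits, set per campaign, cut at about 38% in these data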;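 note: 0% = DMSO wells and 100% = medium only without gametocytes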
Cdc42 wt: modulators of GTP binding to wildtype Cdc42, primary screen, biochemical, multiplex bead flow cytometry, Bodipy-GTP. percent activity (GTP binding), % at 10 µM. Cell division control protein 42 homolog (Homo sapiens), P60953. GST-Cdc42 beads; actives lie on both sides. 190,000 compounds, 0.2% hits;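 active = percent activity GTP binding at least 20 points away from the 100% baseline, either down as inhibitor or up as activator; inconclusive = compound flagged as likely green fluorescent from well-wide comparison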;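 note: median bead fluorescence of bound Bodipy-FL-GTP at 100 nM; 0% = excess unlabeled GTP control and 100% = no compound control; below 100% means less GTP binding so inhibitor and above means activator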
Target sequence (P60953 whole entry, looked up): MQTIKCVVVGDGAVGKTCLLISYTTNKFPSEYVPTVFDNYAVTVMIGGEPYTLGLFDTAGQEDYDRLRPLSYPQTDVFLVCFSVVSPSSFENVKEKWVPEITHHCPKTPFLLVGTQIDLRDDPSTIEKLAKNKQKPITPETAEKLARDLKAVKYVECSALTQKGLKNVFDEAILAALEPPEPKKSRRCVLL
Starred values were filed as active, the others as inactive.

Cc1nnc(SCc2cc(=O)[nH]c(N3CCN(Cc4ccccc4)CC3)n2)s1 was read as Rac1 wt GTP bind inconclusive, ABCG2 block 1, Rab7 wt GTP bind inconclusive, HRas wt GTP inconclusive, Avidin fluor 9, ABCB1 inh 0.4, Rab2A wt mod inconclusive, Rac1 mut GTP inconclusive, Mcl1-Noxa inh 2, Pf gametocyte 9 and Cdc42 wt inconclusive.
`Cc1ccc(C(c2nnnn2C2CCCC2)N2CCN3CCCC3C2)cc1` (centres undefined) gave Rac1 wt GTP bind 108, ABCG2 block 1, Rab7 wt GTP bind 106, HRas wt GTP 107, Avidin fluor 37, ABCB1 inh 0.1, Rab2A wt mod 105, Rac1 mut GTP 103, Mcl1-Noxa inh -9 and Cdc42 wt 107.
For COc1ccc(Cl)cc1Nc1nc(-c2sc(NC(=O)C(C)(C)C)nc2C)cs1 the results were Rac1 wt GTP bind 107, ABCG2 block 0, Rab7 wt GTP bind 98, HRas wt GTP 101, Avidin fluor 29, ABCB1 inh -0.1, Rab2A wt mod 99, Rac1 mut GTP 101, Mcl1-Noxa inh 26, Pf gametocyte 9 and Cdc42 wt 104.
Cc1cc(N/N=C/c2ccc(O)c(C)c2O)nc(-c2ccccc2O)n1 was read as Rac1 wt GTP bind 90, ABCG2 block -2, Rab7 wt GTP bind 95, HRas wt GTP 89, Avidin fluor 16, Rab2A wt mod 87, Rac1 mut GTP 95, Mcl1-Noxa inh 89* and Cdc42 wt 81.
O=[N+]([O-])c1ccc(-c2ccc(/C=N/Nc3nc(N4CCCC4)nc(N4CCCC4)n3)o2)cc1 was read as Rac1 wt GTP bind 99, ABCG2 block 0, Rab7 wt GTP bind 109, HRas wt GTP 99, Avidin fluor 6, ABCB1 inh 0.0, Rab2A wt mod 99, Rac1 mut GTP 94, Mcl1-Noxa inh 9, Pf gametocyte 13 and Cdc42 wt 92.
`Oc1ccc2ccccc2c1/C=N/Nc1ccccc1` gave Rac1 wt GTP bind 104, ABCG2 block -15, Rab7 wt GTP bind 99, HRas wt GTP 102, Avidin fluor 9, ABCB1 inh -1.7, Rab2A wt mod 99, Rac1 mut GTP 99, Mcl1-Noxa inh 30, Pf gametocyte -19 and Cdc42 wt 103.
For COc1cccc(NS(=O)(=O)c2cc(C)sc2C)c1 the results were Rac1 wt GTP bind 108, ABCG2 block 33, Rab7 wt GTP bind 100, HRas wt GTP 104, Avidin fluor 21, ABCB1 inh 1.1, Rab2A wt mod 104, Rac1 mut GTP 101, Mcl1-Noxa inh 9, Pf gametocyte 13 and Cdc42 wt 106.
For Clc1ccccc1CSc1nnc(/C=C/c2ccccc2)o1 the results were Rac1 wt GTP bind inconclusive, ABCG2 block 2, Rab7 wt GTP bind inconclusive, HRas wt GTP inconclusive, Avidin fluor 34, ABCB1 inh 0.7, Rab2A wt mod inconclusive, Rac1 mut GTP inconclusive, Mcl1-Noxa inh 2, Pf gametocyte -31 and Cdc42 wt inconclusive.
For COc1cc(/C=C/C(=O)NCc2ccccn2)cc(OC)c1OC the results were Rac1 wt GTP bind 106, ABCG2 block 1, Rab7 wt GTP bind 99, HRas wt GTP 101, Avidin fluor 14, ABCB1 inh -9.7, Rab2A wt mod 101, Rac1 mut GTP 98, Mcl1-Noxa inh -16, Pf gametocyte 0 and Cdc42 wt 99.
`Cc1[nH]n(-c2cccc(Cl)c2)c(=O)c1C=NC12CN3CN(CN(C3)C1)C2` gave Rac1 wt GTP bind 108, ABCG2 block 1, Rab7 wt GTP bind 100, HRas wt GTP 103, Avidin fluor 23, ABCB1 inh -0.1, Rab2A wt mod 99, Rac1 mut GTP 101, Mcl1-Noxa inh 0, Pf gametocyte -1 and Cdc42 wt 106.
`COc1cccc(OC)c1C(=O)Nc1ccc(CN2CCCCC2)cc1` gave Rac1 wt GTP bind 102, ABCG2 block 2, Rab7 wt GTP bind 100, HRas wt GTP 100, Avidin fluor 25, ABCB1 inh 0.5, Rab2A wt mod 100, Rac1 mut GTP 98, Mcl1-Noxa inh 14 and Cdc42 wt 100.
Screening CC(=O)N(C(C)=O)c1ccc2nc(C)[nH]c(=O)c2c1 returned Rac1 wt GTP bind 98, ABCG2 block 0, Rab7 wt GTP bind 98, HRas wt GTP 98, Avidin fluor 13, ABCB1 inh 3.7, Rab2A wt mod 98, Rac1 mut GTP 96, Mcl1-Noxa inh 21 and Cdc42 wt 97.
COc1ccccc1/C=C/C=N/n1c(C)nnc1C was read as Rac1 wt GTP bind 99, ABCG2 block 3, Rab7 wt GTP bind 95, HRas wt GTP 96, Avidin fluor 10, ABCB1 inh 0.3, Rab2A wt mod 95, Rac1 mut GTP 97, Mcl1-Noxa inh 9, Pf gametocyte -44 and Cdc42 wt 96.
Screening COC(=O)/C=C1/C(=O)N/C(=N\c2nc(C)cc(C)n2)N1c1ccc(OC)cc1 returned Rac1 wt GTP bind 100, ABCG2 block 67, Rab7 wt GTP bind 99, HRas wt GTP 99, Avidin fluor 24, ABCB1 inh 0.8, Rab2A wt mod 96, Rac1 mut GTP 97, Mcl1-Noxa inh 15 and Cdc42 wt 99.
`CN1CCN(CCCNC(=O)c2nnc(Cc3c(F)cccc3Cl)o2)CC1` gave Rac1 wt GTP bind 101, ABCG2 block 0, Rab7 wt GTP bind 94, HRas wt GTP 99, Avidin fluor 11, ABCB1 inh -0.1, Rab2A wt mod 98, Rac1 mut GTP 100, Mcl1-Noxa inh 6 and Cdc42 wt 99.
O=S(=O)(NCc1cccnc1)c1ccc2c(c1)OCCO2 was read as Rac1 wt GTP bind 104, ABCG2 block 1, Rab7 wt GTP bind 102, HRas wt GTP 101, Avidin fluor 20, ABCB1 inh 0.9, Rab2A wt mod 101, Rac1 mut GTP 97, Mcl1-Noxa inh -3 and Cdc42 wt 100.
For O=C(Nc1ccc(S(=O)(=O)NCc2ccco2)cc1)C1CCCCC1 the results were Rac1 wt GTP bind 97, ABCG2 block 2, Rab7 wt GTP bind 99, HRas wt GTP 98, Avidin fluor 5, ABCB1 inh 0.1, Rab2A wt mod 97, Rac1 mut GTP 94, Mcl1-Noxa inh 2, Pf gametocyte 24 and Cdc42 wt 99.
Screening CCS(=O)(=O)N1CCN(C(=O)CC(C)C)CC1 returned Rac1 wt GTP bind 103, ABCG2 block 0, Rab7 wt GTP bind 96, HRas wt GTP 100, Avidin fluor 26, ABCB1 inh 0.3, Rab2A wt mod 102, Rac1 mut GTP 99, Mcl1-Noxa inh -3, Pf gametocyte -31 and Cdc42 wt 103.
Oc1ccc(-c2nc(-c3ccc(O)c(O)c3)cs2)cc1 was read as Rac1 wt GTP bind 98, ABCG2 block -1, Rab7 wt GTP bind 105, HRas wt GTP 102, Avidin fluor 12, ABCB1 inh -0.5, Rab2A wt mod 103, Rac1 mut GTP 97, Mcl1-Noxa inh 59*, Pf gametocyte 10 and Cdc42 wt 97.
Screening O=C(NNS(=O)(=O)c1ccccc1[N+](=O)[O-])c1ccccc1[N+](=O)[O-] returned Rac1 wt GTP bind 104, ABCG2 block 0, Rab7 wt GTP bind 104, HRas wt GTP 101, Avidin fluor 2, ABCB1 inh 0.1, Rab2A wt mod 99, Rac1 mut GTP 96, Mcl1-Noxa inh 10, Pf gametocyte 9 and Cdc42 wt 100.
COCCCNCCOCCOc1ccc(C)cc1Br was read as Rac1 wt GTP bind 104, ABCG2 block 7, Rab7 wt GTP bind 97, HRas wt GTP 100, Avidin fluor 5, ABCB1 inh 0.8, Rab2A wt mod 101, Rac1 mut GTP 100, Mcl1-Noxa inh 14, Pf gametocyte -7 and Cdc42 wt 98.
O=C(c1ccco1)N1CCN(C(=O)N2CCCC2)CC1 was read as Rac1 wt GTP bind 99, ABCG2 block 0, Rab7 wt GTP bind 95, HRas wt GTP 95, Avidin fluor 15, ABCB1 inh 0.2, Rab2A wt mod 97, Rac1 mut GTP 96, Mcl1-Noxa inh 9, Pf gametocyte -3 and Cdc42 wt 101.
`COc1ccc(N(CC(=O)Nc2ccc3c(c2)OCO3)S(=O)(=O)c2ccc(F)cc2)cc1` gave Rac1 wt GTP bind 103, ABCG2 block 5, Rab7 wt GTP bind 99, HRas wt GTP 100, Avidin fluor 1, ABCB1 inh 1.7, Rab2A wt mod 99, Rac1 mut GTP 99, Mcl1-Noxa inh 13, Pf gametocyte 2 and Cdc42 wt 102.
Screening O=C(C1CCCN(S(=O)(=O)c2ccccc2)C1)N1CCCCCC1 (centres undefined) returned Rac1 wt GTP bind 105, ABCG2 block 2, Rab7 wt GTP bind 102, HRas wt GTP 98, Avidin fluor 3, ABCB1 inh 0.4, Rab2A wt mod 99, Rac1 mut GTP 99, Mcl1-Noxa inh -10 and Cdc42 wt 101.
`C/C(Cc1ccccc1)=N\NC(=O)CNC(=O)c1ccccc1` gave Rac1 wt GTP bind 102, ABCG2 block 1, Rab7 wt GTP bind 97, HRas wt GTP 100, Avidin fluor 16, ABCB1 inh 0.5, Rab2A wt mod 99, Rac1 mut GTP 101, Mcl1-Noxa inh 18, Pf gametocyte -12 and Cdc42 wt 103.
`CC(=O)Nc1ccc(S(=O)(=O)NNC(=O)COc2ccc(C)cc2)cc1` gave Rac1 wt GTP bind 107, ABCG2 block 0, Rab7 wt GTP bind 99, HRas wt GTP 101, Avidin fluor 7, ABCB1 inh 0.1, Rab2A wt mod 99, Rac1 mut GTP 101, Mcl1-Noxa inh 7, Pf gametocyte -23 and Cdc42 wt 99.
